# NSD2 block: inhibitors of human NSD2, primary screen, biochemical, plate reader, single point; Histone-lysine N-methyltransferase NSD2 (Homo sapiens), O96028; NSD2-SET H3K36me1 DELFIA fluorescence; inhibition, % at 12.5 µM; 44,000 tested, 0.07% active; AID 624260, 2012; in the data active means inhibition above about 54%, passing the limit was not always enough;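 further: inhibitors reduce the monomethyl H3K36 fluorescence signal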
# Target sequence (O96028 whole entry, looked up): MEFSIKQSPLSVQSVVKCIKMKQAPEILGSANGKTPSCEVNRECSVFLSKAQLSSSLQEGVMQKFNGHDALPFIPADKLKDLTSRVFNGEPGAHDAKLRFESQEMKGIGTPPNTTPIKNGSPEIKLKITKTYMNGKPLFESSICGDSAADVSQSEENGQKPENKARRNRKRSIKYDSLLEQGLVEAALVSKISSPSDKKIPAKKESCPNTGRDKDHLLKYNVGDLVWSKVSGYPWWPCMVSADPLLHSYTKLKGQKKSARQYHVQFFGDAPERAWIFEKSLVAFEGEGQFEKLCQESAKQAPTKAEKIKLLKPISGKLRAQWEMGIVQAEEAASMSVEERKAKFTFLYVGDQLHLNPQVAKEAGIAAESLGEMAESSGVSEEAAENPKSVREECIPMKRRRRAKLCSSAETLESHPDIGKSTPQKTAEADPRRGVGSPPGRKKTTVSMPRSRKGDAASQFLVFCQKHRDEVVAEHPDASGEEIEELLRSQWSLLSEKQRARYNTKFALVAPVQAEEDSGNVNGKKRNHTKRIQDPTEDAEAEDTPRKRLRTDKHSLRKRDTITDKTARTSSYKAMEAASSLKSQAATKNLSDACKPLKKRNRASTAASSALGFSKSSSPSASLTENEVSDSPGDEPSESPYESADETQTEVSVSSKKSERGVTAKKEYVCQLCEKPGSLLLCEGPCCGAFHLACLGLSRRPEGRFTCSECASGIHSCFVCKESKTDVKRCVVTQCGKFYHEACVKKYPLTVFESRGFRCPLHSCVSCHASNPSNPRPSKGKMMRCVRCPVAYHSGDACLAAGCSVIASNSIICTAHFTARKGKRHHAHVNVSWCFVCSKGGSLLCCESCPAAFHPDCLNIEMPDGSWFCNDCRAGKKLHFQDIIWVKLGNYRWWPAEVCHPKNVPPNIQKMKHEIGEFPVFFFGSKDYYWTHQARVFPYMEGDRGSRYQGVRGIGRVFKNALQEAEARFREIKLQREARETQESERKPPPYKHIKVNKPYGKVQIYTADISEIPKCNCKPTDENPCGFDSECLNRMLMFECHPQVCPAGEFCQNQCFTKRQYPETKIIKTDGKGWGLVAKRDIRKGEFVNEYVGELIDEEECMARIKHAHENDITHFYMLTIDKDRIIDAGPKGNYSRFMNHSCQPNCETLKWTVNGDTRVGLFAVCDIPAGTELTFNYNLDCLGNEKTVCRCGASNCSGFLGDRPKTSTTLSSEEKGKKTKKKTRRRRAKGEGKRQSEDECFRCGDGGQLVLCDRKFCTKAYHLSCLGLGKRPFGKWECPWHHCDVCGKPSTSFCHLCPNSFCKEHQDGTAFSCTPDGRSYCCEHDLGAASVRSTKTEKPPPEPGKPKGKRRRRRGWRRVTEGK
# Starred values were filed as active, the others as inactive. Not all compounds are listed. The share of hits here may be higher or lower than overall.
structure | NSD2 block
C[C@H](CO)N1C[C@H](C)[C@@H](CN(C)C(=O)Nc2ccc(F)cc2)OCCCC[C@H](C)Oc2ccc(NC(=O)c3ccccc3)cc2C1=O | -1
C[C@H](CO)N1C[C@H](C)[C@@H](CN(C)Cc2ccccc2)Oc2cc(C#CCN(C)C)ccc2S1(=O)=O | 6
COc1ccc(CNC(=O)C[C@@H]2C=C[C@H](NC(=O)c3ccc4c(c3)OCO4)[C@H](CO)O2)cc1 | -8
O=C(C[C@H]1CC[C@@H](NC(=O)Nc2cc(F)ccc2F)[C@H](CO)O1)NCc1ccncn1 | 1
CCC(C)C1NC(=S)N(C2CCCCC2)C1=O (centres undefined) | 0
C[C@H]1CN([C@@H](C)CO)C(=O)Cc2cc(NC(=O)Nc3ccc4c(c3)OCO4)ccc2O[C@H]1CN(C)S(=O)(=O)c1ccc(F)cc1 | 2
CN(C)c1ccc2c(c1)[C@@H]1C[C@H](CC(=O)NCC3CC3)O[C@H](CO)[C@@H]1O2 | 0
C[C@H]1CN([C@@H](C)CO)C(=O)c2cccc(NC(=O)c3ccncc3)c2O[C@@H]1CN(C)C(=O)NC1CCCCC1 | 0
C[C@@H]1CN([C@H](C)CO)C(=O)c2cc(NC(=O)CCC(F)(F)F)ccc2O[C@@H](C)CCCCO[C@@H]1CN(C)S(=O)(=O)c1cccs1 | 6
C[C@H]1CN([C@@H](C)CO)C(=O)c2cc(NC(=O)Nc3ccc4c(c3)OCO4)ccc2O[C@H]1CN(C)C(=O)Nc1cccc2ccccc12 | -12
C[C@@H]1CCCCO[C@H](CN(C)Cc2ccc(Cl)c(Cl)c2)[C@@H](C)CN([C@@H](C)CO)C(=O)c2cc(NC(=O)NC3CCCCC3)ccc2O1 | 1
Cc1noc(C)c1S(=O)(=O)N(C)C[C@@H]1OCCCC[C@H](C)Oc2ccc(NC(=O)Nc3ccccc3)cc2C(=O)N([C@@H](C)CO)C[C@H]1C | 1
Cc1noc(C)c1NC(=O)N(C)C[C@@H]1Oc2c(NC(=O)CCCCCC(=O)Nc3ccccc3N)cccc2C(=O)N([C@@H](C)CO)C[C@@H]1C | -3
Cc1noc(C)c1NC(=O)N(C)C[C@H]1Oc2ccc(NC(=O)Cc3ccccc3)cc2CC(=O)N([C@H](C)CO)C[C@H]1C | 0
C[C@H]1CN([C@@H](C)CO)C(=O)c2cccc(NC(=O)NC3CCCCC3)c2O[C@@H]1CN(C)S(=O)(=O)c1ccc(Cl)cc1 | -10
Cc1ccc(-c2ccc3c(c2)O[C@@H](CN(C)Cc2ccccn2)[C@H](C)CN([C@@H](C)CO)S3(=O)=O)cc1 | 26
C[C@@H]1CN([C@@H](C)CO)C(=O)c2ccccc2-c2ccccc2CO[C@@H]1CN(C)S(C)(=O)=O | 3
C[C@@H]1CCCCO[C@@H](CN(C)S(C)(=O)=O)[C@H](C)CN([C@@H](C)CO)C(=O)c2cc(NC(=O)CCCN(C)C)ccc2O1 | -6
C[C@H]1CN([C@@H](C)CO)C(=O)CCCn2nncc2CO[C@H]1CN(C)C(=O)Nc1ccc(N2CCN(C)CC2)cc1 | -3
COc1ccccc1-c1ccc2c(c1)O[C@H](CN(C)S(=O)(=O)c1ccccc1)[C@H](C)CN([C@@H](C)CO)S2(=O)=O | 11

# The list goes on; it opens with the six that closed the last part.
structure | NSD2 block
C[C@H]1CN([C@@H](C)CO)C(=O)c2cccc(NC(=O)NC3CCCCC3)c2O[C@@H]1CN(C)S(=O)(=O)c1ccc(Cl)cc1 | -10
Cc1ccc(-c2ccc3c(c2)O[C@@H](CN(C)Cc2ccccn2)[C@H](C)CN([C@@H](C)CO)S3(=O)=O)cc1 | 26
C[C@@H]1CN([C@@H](C)CO)C(=O)c2ccccc2-c2ccccc2CO[C@@H]1CN(C)S(C)(=O)=O | 3
C[C@@H]1CCCCO[C@@H](CN(C)S(C)(=O)=O)[C@H](C)CN([C@@H](C)CO)C(=O)c2cc(NC(=O)CCCN(C)C)ccc2O1 | -6
C[C@H]1CN([C@@H](C)CO)C(=O)CCCn2nncc2CO[C@H]1CN(C)C(=O)Nc1ccc(N2CCN(C)CC2)cc1 | -3
COc1ccccc1-c1ccc2c(c1)O[C@H](CN(C)S(=O)(=O)c1ccccc1)[C@H](C)CN([C@@H](C)CO)S2(=O)=O | 11
C=C1C(=O)O[C@@H]2C3=C(C)CC[C@]34O[C@@H](C[C@@H]4C)[C@H]12 | 0
C[C@@H]1CN([C@@H](C)CO)C(=O)c2cc(C#Cc3cccnc3)cnc2O[C@H]1CN(C)S(=O)(=O)c1ccccc1F | -11
C[C@@H]1CN([C@H](C)CO)C(=O)c2cc(-c3ccc(F)cc3)cnc2O[C@H]1CN(C)C(=O)CN(C)C | -3
CCCNC(=O)N(C)C[C@@H]1Oc2cc(C#Cc3ccccn3)ccc2S(=O)(=O)N([C@H](C)CO)C[C@@H]1C | -1
COc1ccccc1C#Cc1cnc2c(c1)C(=O)N([C@H](C)CO)C[C@@H](C)[C@@H](CN(C)S(=O)(=O)c1cn(C)cn1)O2 | -3
Cc1ccc(S(=O)(=O)N2CCC[C@H]2Cn2cc(CN3C(=O)COC[C@H]3c3ccccc3)nn2)cc1 | -1
C[C@@H]1CCCCO[C@H](CN(C)S(=O)(=O)c2ccc(Cl)cc2)[C@H](C)CN([C@H](C)CO)C(=O)c2cc(NC(=O)C3CCCCC3)ccc2O1 | -2
COc1ccc([Si](C)(C)[C@H]2[C@H](CCO)O[C@@]3(C(=O)N(Cc4cccc(N5CCC5=O)c4)c4ccccc43)[C@@H]2C)cc1 | 2
CC(C)CC#Cc1ccc2c(c1)O[C@@H](CN(C)Cc1ccc(F)cc1)[C@@H](C)CN([C@@H](C)CO)S2(=O)=O | 3
O=C(C[C@H]1C[C@H]2c3cc(NC(=O)Nc4ccccc4)ccc3O[C@H]2[C@H](CO)O1)NCc1ccccc1 | 6
CC(C)NC(=O)Nc1ccc2c(c1)C(=O)N([C@@H](C)CO)C[C@@H](C)[C@@H](CN(C)Cc1ccncc1)O2 | 0
Cc1ccc(-c2ccc3c(c2)O[C@H](CN(C)C(=O)Nc2ccccc2)[C@@H](C)CN([C@H](C)CO)S3(=O)=O)cc1 | -9
CC(=O)CCc1c(C)[nH]c2ccccc2c1=O | 0
C[C@@H]1CCCCO[C@@H](CN(C)Cc2ccncc2)[C@H](C)CN([C@H](C)CO)C(=O)c2cc(NS(=O)(=O)c3cccs3)ccc2O1 | 5
C[C@@H]1CN([C@@H](C)CO)C(=O)c2cc(NC(=O)Nc3ccccc3)ccc2O[C@@H]1CN(C)Cc1ccncc1 | 6
O=C(N/N=C/c1cccc(B(O)O)c1)c1ccccn1 | 4
C[C@H]1CN([C@@H](C)CO)S(=O)(=O)c2ccc(-c3ccccc3F)cc2O[C@H]1CN(C)Cc1cccnc1 | 1
C[C@@H]1CN([C@@H](C)CO)C(=O)c2cc(-c3ccc(C(=O)N(C)C)cc3)cnc2O[C@H]1CN(C)C(=O)c1cccnc1 | 2
CC(C)NC(=O)N(C)C[C@@H]1Oc2ccc(NC(=O)Nc3ccc(F)cc3)cc2C(=O)N([C@@H](C)CO)C[C@@H]1C | 6
CSC(=NCc1sccc1COc1ccc(Cl)cc1)NC#N | -1
Cc1noc(C)c1NC(=O)N(C)C[C@H]1Oc2c(NC(=O)CCCCCC(=O)Nc3ccccc3N)cccc2C(=O)N([C@@H](C)CO)C[C@@H]1C | -7
CC(C)C#Cc1ccc2c(c1)O[C@@H](CN(C)Cc1ccncc1)[C@H](C)CN([C@@H](C)CO)S2(=O)=O | -6
COc1ccc(NC(=O)Nc2ccc3c(c2)[C@H]2C[C@H](CC(=O)N4CCCCC4)O[C@H](CO)[C@H]2O3)cc1 | 1
Cc1noc(C)c1S(=O)(=O)N(C)C[C@H]1OCCCC[C@H](C)Oc2ccc(NS(=O)(=O)c3cccs3)cc2C(=O)N([C@@H](C)CO)C[C@H]1C | 16
C/C=C/c1ccc2c(c1)O[C@H](CN(C)C(=O)NCCC)[C@@H](C)CN([C@@H](C)CO)S2(=O)=O | -8
COc1ccc(NC(=O)Nc2ccc3c(c2)C(=O)N([C@@H](C)CO)C[C@H](C)[C@H](CN(C)S(=O)(=O)c2cccs2)O3)cc1 | -11
C[C@H](CO)N1C[C@H](C)[C@@H](CN(C)S(=O)(=O)c2ccccc2)Oc2cc(C#Cc3ccncc3)ccc2S1(=O)=O | 5
C[C@H]1CN([C@@H](C)CO)C(=O)Cc2cc(NC(=O)Nc3ccccc3)ccc2O[C@@H]1CN(C)CC1CCCCC1 | -10
C[C@H](CO)N1C[C@H](C)[C@@H](CN(C)Cc2ccc(Oc3ccccc3)cc2)Oc2ccc(NS(=O)(=O)c3ccccc3)cc2CC1=O | 5
COCC(=O)Nc1ccc2c(c1)[C@@H]1C[C@@H](CC(=O)N3CCOCC3)O[C@@H](CO)[C@@H]1O2 | 0
COc1ccccc1N1CCN(CCCCNC(=O)c2ccc3ccccc3c2)CC1 | 8
C[C@@H]1CN([C@@H](C)CO)C(=O)c2cc(C#CCN(C)C)cnc2O[C@@H]1CN(C)C(=O)Nc1cc(F)ccc1F | -8
C[C@@H]1CN([C@H](C)CO)C(=O)c2cccc(NS(C)(=O)=O)c2O[C@@H]1CN(C)Cc1ccc(Cl)c(Cl)c1 | -3
C[C@H]1CN([C@@H](C)CO)C(=O)c2cc(C#CC3CCCC3)cnc2O[C@@H]1CN(C)S(C)(=O)=O | -1
C[C@H]1CN([C@@H](C)CO)C(=O)CCCn2cc(nn2)CO[C@H]1CN(C)Cc1ccncc1 | 5
CN(C)C(=O)C[C@H]1CC[C@H](NC(=O)C2CC2)[C@H](CO)O1 | 6
COc1cccc(S(=O)(=O)N[C@@H]2C=C[C@@H](CC(=O)NC3Cc4ccccc4C3)O[C@@H]2CO)c1 | -1
COc1ccc(CNC(=O)C[C@@H]2C[C@H]3c4cc(NC(=O)CN(C)C)ccc4O[C@H]3[C@H](CO)O2)cc1 | 6
COC(=O)CCCCCCC(=O)N/N=C/c1ccc(F)cc1 | 1
C[C@H]1CN([C@@H](C)CO)S(=O)(=O)c2ccc(-c3cccc(C(=O)N(C)C)c3)cc2O[C@H]1CN(C)C(=O)Nc1ccccc1 | 0

canonical_smiles: C[C@H]1CCCCO[C@H](CN(C)C)[C@@H](C)CN([C@@H](C)CO)C(=O)c2cc(NC(=O)c3ccccc3)ccc2O1
  NSD2 block: 2

canonical_smiles: C[C@H](CO)N1C[C@H](C)[C@H](CN(C)C)Oc2cc(C#CC3(O)CCCC3)ccc2S1(=O)=O
  NSD2 block: 9

canonical_smiles: C[C@@H]1CCCCO[C@H](CN(C)C(=O)c2ccccc2)[C@H](C)CN([C@@H](C)CO)C(=O)c2cc(NS(=O)(=O)c3cn(C)cn3)ccc2O1
  NSD2 block: -3

canonical_smiles: C[C@@H]1CN([C@@H](C)CO)C(=O)c2cc(NS(=O)(=O)c3cccs3)ccc2O[C@@H]1CN(C)C(=O)NC1CCCCC1
  NSD2 block: -2

canonical_smiles: Cc1ccc(S(=O)(=O)N(C)C[C@H]2OCCCC[C@@H](C)Oc3ccc(NS(C)(=O)=O)cc3C(=O)N([C@H](C)CO)C[C@H]2C)cc1
  NSD2 block: 6

canonical_smiles: C/C=C/c1cnc2c(c1)C(=O)N([C@H](C)CO)C[C@H](C)[C@H](CN(C)S(=O)(=O)c1ccc(F)cc1)O2
  NSD2 block: -3

canonical_smiles: CNC[C@@H]1Oc2ccc(NC(=O)Nc3ccc(OC)cc3)cc2CC(=O)N([C@@H](C)CO)C[C@H]1C
  NSD2 block: 4

canonical_smiles: COCC(=O)N(C)C[C@H]1Oc2ncc(C#Cc3ccccc3)cc2C(=O)N([C@@H](C)CO)C[C@@H]1C
  NSD2 block: 0

canonical_smiles: C[C@@H]1O[C@@H](O[C@H]2[C@H](Oc3cc(O)c4c(c3)O[C@H](c3ccc(O)c(O)c3)CC4=O)O[C@H](CO)[C@@H](O)[C@@H]2O)[C@H](O)[C@H](O)[C@H]1O
  NSD2 block: 3

canonical_smiles: CC(=O)N(C)C[C@@H]1Oc2ncc(C#Cc3ccc(F)cc3)cc2C(=O)N([C@@H](C)CO)C[C@@H]1C
  NSD2 block: 6

canonical_smiles: C[C@@H]1CN([C@H](C)CO)C(=O)c2cc(NC(=O)CCCN(C)C)ccc2O[C@@H](C)CCCCO[C@H]1CN(C)Cc1ccccc1
  NSD2 block: 5

canonical_smiles: C[C@H](CO)N1C[C@H](C)[C@H](CN(C)CC2CC2)Oc2c(NC(=O)NC3CCCCC3)cccc2C1=O
  NSD2 block: 1

canonical_smiles: C[C@@H]1CN([C@H](C)CO)C(=O)c2cc(C#CC3CC3)cnc2O[C@@H]1CN(C)C(=O)CC1CC1
  NSD2 block: 0

canonical_smiles: C[C@@H]1CN([C@@H](C)CO)S(=O)(=O)c2ccc(C#CC3CC3)cc2O[C@@H]1CN(C)Cc1ccccc1
  NSD2 block: 7

canonical_smiles: C[C@@H]1CCCCO[C@H](CN(C)C(=O)CCCN(C)C)[C@H](C)CN([C@@H](C)CO)C(=O)c2cc(NC(=O)Cc3ccccc3)ccc2O1
  NSD2 block: -1

canonical_smiles: C[C@H](CO)N1C[C@H](C)[C@H](CN(C)C(=O)c2ccncc2)OCCCC[C@H](C)Oc2ccc(NC(=O)c3ccncc3)cc2C1=O
  NSD2 block: 5

canonical_smiles: CCCC#Cc1cnc2c(c1)C(=O)N([C@H](C)CO)C[C@H](C)[C@H](CN(C)Cc1ccc(F)cc1)O2
  NSD2 block: -8

canonical_smiles: O=C(C[C@H]1C=C[C@@H](NC(=O)CN2CCOCC2)[C@@H](CO)O1)NC1CCCCC1
  NSD2 block: 7

canonical_smiles: C[C@H]1CN([C@@H](C)CO)C(=O)c2cc(NS(=O)(=O)c3ccc(F)cc3)ccc2O[C@@H]1CN(C)C(=O)Nc1ccccc1
  NSD2 block: 3

canonical_smiles: C[C@H](CO)N1C[C@H](C)[C@H](CN(C)Cc2ccncc2)Oc2cc(-c3cccnc3)ccc2S1(=O)=O
  NSD2 block: 3

canonical_smiles: COc1ccc(S(=O)(=O)Nc2ccc3c(c2)CC(=O)N([C@H](C)CO)C[C@@H](C)[C@H](CN(C)C)O3)cc1
  NSD2 block: 0

canonical_smiles: O=C(C[C@@H]1C=C[C@H](NC(=O)Cc2cccnc2)[C@H](CO)O1)Nc1ccccc1
  NSD2 block: 0

canonical_smiles: C[C@@H]1CN([C@H](C)CO)C(=O)c2cc(C#CC3CC3)cnc2O[C@@H]1CN(C)C(=O)c1ccc(F)cc1
  NSD2 block: 1

# Compound activity as filed in PubChem.
